RMI-FANCM inh – RMI-FANCM interaction inhibition; Fluorescence polarization, RMI core complex with F-MM2 peptide; active compounds read low; FP signal (polarization) at 33 µM; actives 0.58% (n = 70,000); in the data active means FP signal below about 40; further: inactives centre near 61; strong numbers were not always called active; unit not given here
Active calls of the source: *; & = joins results of further samples. These rows are one share of the data (hit frequency here may not be typical).

molecule,RMI-FANCM inh
N/C(=N/OC(=O)Nc1ccc(Cl)cc1)c1cccc(CS(=O)(=O)c2cccs2)c1,56
CC1Cc2ccccc2N1C(=O)C1CCCN1S(=O)(=O)c1ccc(Cl)cc1 (stereo not drawn),68
COc1cccc(C(=O)NCCn2ncc3c(=O)n(Cc4ccc(F)cc4)cnc32)c1,68
Cc1cc(C)c2sc(NC(=O)c3ccco3)nc2c1,59
Cc1ccc(-n2ncc3c(=O)n(NC(=O)Cc4cccs4)cnc32)cc1C,53
Cc1nn(CCNC(=O)c2cccc(Br)c2)c(C)c1Cl,63
O=C(NCc1nnnn1-c1cccc(F)c1)c1ccc2c(c1)OCO2,55
O=C1OC(c2ccccc2)C(Cl)=C1Cl (stereo not drawn),58&53

Continued:
molecule,RMI-FANCM inh
CCN(CC)S(=O)(=O)c1ccc(C(=O)Nc2nnc(N=Cc3ccccc3)s2)cc1,61
Cc1cc2nc(NCc3cccnc3)sc2cc1C,69
O=C(O)CNC(=O)CC1S/C(=N\N=C/c2ccccc2O)NC1=O (stereo not drawn),60
CCOc1ccccc1NC(=O)Cn1cccc(-c2nc(-c3ccc(Cl)cc3)no2)c1=O,111
CC(C)c1ccc(CC(=O)Nc2nc3cc4c(cc3s2)OCCO4)cc1,64
O=[N+]([O-])c1cccc(C2N=C(c3ccc(Cl)cc3)NN2)c1 (stereo not drawn),48
Cc1cc(Cl)cc2sc(NC(=O)c3cccc(F)c3)nc12,59
CC(C)(C)n1ncc2c(=O)n(NC(=O)c3ccc(S(=O)(=O)N4CCOCC4)cc3)cnc21,54

Sorted by number of heavy atoms (lowest first): three of the compounds above.
molecule,RMI-FANCM inh
Cc1cc2nc(NCc3cccnc3)sc2cc1C,69
CC1Cc2ccccc2N1C(=O)C1CCCN1S(=O)(=O)c1ccc(Cl)cc1 (stereo not drawn),68
COc1cccc(C(=O)NCCn2ncc3c(=O)n(Cc4ccc(F)cc4)cnc32)c1,68

Looked up by structure from the entries so far:
molecule,RMI-FANCM inh
CCN(CC)S(=O)(=O)c1ccc(C(=O)Nc2nnc(N=Cc3ccccc3)s2)cc1,61
Cc1nn(CCNC(=O)c2cccc(Br)c2)c(C)c1Cl,63
COc1cccc(C(=O)NCCn2ncc3c(=O)n(Cc4ccc(F)cc4)cnc32)c1,68
CC1Cc2ccccc2N1C(=O)C1CCCN1S(=O)(=O)c1ccc(Cl)cc1 (stereo not drawn),68
O=[N+]([O-])c1cccc(C2N=C(c3ccc(Cl)cc3)NN2)c1 (stereo not drawn),48
O=C(NCc1nnnn1-c1cccc(F)c1)c1ccc2c(c1)OCO2,55

(next part)
molecule,RMI-FANCM inh
Cc1cccc2c(=O)cc(C)n(CC(=O)Nc3ccc(Br)cc3)c12,64
Cc1noc(C)c1C(=O)N1CCC(C(=O)c2ccc(F)cc2F)CC1,55
CCOC(=O)/C=C/c1ccc(-c2ccc([N+](=O)[O-])cc2)o1,61
COc1ccc(CC(=O)NCc2nnnn2C2CCCCC2)cc1,56
CCOC(=O)c1c(Cl)c(C(C)(C)C)nc(N2CCOCC2)c1C#N,55
CCOC(=O)c1c(C)csc1NC(=O)Nc1c(Cl)cccc1Cl,55
CC1CCC(C(C)C)C(OP(=O)(OC2CC(C)CCC2C(C)C)C(O)c2ccccc2F)C1 (stereo not drawn),65
Cc1ccc(Nc2nc(NC3CCCCC3)nc(N3CCOCC3)n2)cc1Cl,85

(next part)
molecule,RMI-FANCM inh
C=CCNC(=S)c1c(-c2ccccc2)c2c3n(c(-c4ccc(Br)cc4)cn13)CCCC2,71
CC(C)NC(=O)C(=O)NCc1ccsc1,67
Cc1ccc2nc(C)c(NC(=O)Cc3cccs3)c(=O)n2c1,28*
Cc1sc2nc3c4ccccc4c(N4CCOCC4)nn3c(=O)c2c1C,-8
O=C(c1ccco1)N1CCC(c2nnc(-c3ccco3)s2)CC1,61
COc1ccc(C(C)=O)cc1CSC(=NS(=O)(=O)c1ccccc1)Nc1cccc(F)c1,65
CSc1ccc(NC(=O)c2ccnn2C)cc1,69
CC(=O)c1ccc(NC(=O)N(C)C)cc1,71

Single entries from above.
`Cc1ccc(Nc2nc(NC3CCCCC3)nc(N3CCOCC3)n2)cc1Cl` – RMI-FANCM inh = 85
`O=C1OC(c2ccccc2)C(Cl)=C1Cl` (stereo not drawn) – RMI-FANCM inh = 58&53
`CC(=O)c1ccc(NC(=O)N(C)C)cc1` – RMI-FANCM inh = 71
`COc1ccc(CC(=O)NCc2nnnn2C2CCCCC2)cc1` – RMI-FANCM inh = 56
`C=CCNC(=S)c1c(-c2ccccc2)c2c3n(c(-c4ccc(Br)cc4)cn13)CCCC2` – RMI-FANCM inh = 71

The listing continues:
molecule,RMI-FANCM inh
CC(=O)N(c1ccc(NS(=O)(=O)c2cccs2)cn1)S(=O)(=O)c1cccs1,55
CC(=O)c1cccc(NC(=O)CSc2ccc(NC(=O)c3ccc(C)cc3)nn2)c1,137
Clc1ccc2c(c1)C1CC(c3cccs3)=NN1C(c1ccncc1)O2 (stereo not drawn),95
O=C(CCCSc1ccccc1)Nc1ccc([N+](=O)[O-])cc1,51
CCOc1ccc(CC(=O)NNC(=O)c2ccc(=O)n(Cc3ccc(Cl)cc3)c2)cc1,64
O=c1oc2c(Cl)cc(Cl)cc2cc1-c1nnc(-c2cccc(F)c2)o1,62
CCOC(=O)Cn1c(=NC(=O)c2ccnn2CC)sc2cc(Cl)ccc21,92
Cc1c(NC(=O)C(C)N2C(=O)c3ccccc3S2(=O)=O)c(=O)n(-c2ccccc2)n1C (stereo not drawn),53

The list continues.
molecule,RMI-FANCM inh
CCCn1c(=O)c2[nH]c(-c3ccc(S(=O)(=O)O)cc3)nc2n(CCC)c1=O,53
O=C(OC1CCSC1)c1cc(C(F)(F)F)cc(C(F)(F)F)c1 (stereo not drawn),55
COc1ccc(CC(=O)NCCNC(=O)c2ccc(NC(=O)C3CC3)cc2)cc1OC,67
Cc1cc(NC(=O)CSc2nccn3nc(-c4ccccc4)cc23)ccc1Br,77
CC(C)(C)OC(=O)NCCNC(=O)c1cccs1,64
COc1ccc(OC)c(S(=O)(=O)Nc2ccc3c(c2)N(C(=O)c2ccco2)CC3)c1,74
S=c1n(CN2CCCCC2)c2ccccc2n1CN1CCCCC1,59
COc1ccc(N(C)S(=O)(=O)c2ccsc2-c2nc(-c3ccc(OC)cc3OC)no2)cc1,65

(more compounds)
molecule,RMI-FANCM inh
COc1ccc(C(=O)N2CCN(c3ccc(-c4ccco4)nn3)CC2)cc1OC,58
O=C(Nc1ccc(-c2ccc(N3CCOCC3)nn2)cc1)c1ccccc1Br,55
CCOC(=O)c1sc(=NC(=O)c2cc(Cl)sc2Cl)n(C)c1C,80
N#C/C(=C/c1ccccc1F)c1nc(-c2ccc(Cl)c(Cl)c2)cs1,63
CCCN1C(=O)CNc2ccccc21,58
FC(F)(F)c1cccc(COc2cccc3ccc(N4CCCC4)nc23)c1,59
Cc1ccccc1NS(=O)(=O)c1ccc2c(c1)Cc1cc(S(=O)(=O)Nc3ccccc3C)ccc1-2,60
CC1(C)CC(=O)c2sc(NC(=O)c3cccc(C(=O)Nc4nc5c(s4)C(=O)CC(C)(C)C5)n3)nc2C1,-4

Additional results:
molecule,RMI-FANCM inh
COc1ccc(-c2ccc(N3CCN(S(=O)(=O)c4cc(F)ccc4F)CC3)nn2)cc1,123
O=C(Nc1nnc(-c2ccccc2Cl)o1)c1ccc(Cc2ccccc2)cc1,59
CC(=O)Nc1ccc(SCC(=O)Nc2ccc(OC(F)(F)F)cc2)nn1,79
CCOc1ccc2ncc(C#N)c(N3CCC(Cc4ccccc4)CC3)c2c1,66
CCOc1ccc(NC(=O)Cn2cnc3c(sc4cccc(F)c43)c2=O)cc1,157
Nc1nc(SCc2ccc(Cl)c(Cl)c2)[nH]c(=O)c1NC(=O)c1ccccc1,59
O=C(CSc1ccc(NC(=O)c2cccc(F)c2)nn1)NCc1ccc2c(c1)OCO2,103
C#CCSc1nc(-c2ccc(C(F)(F)F)cc2)nc(C)c1C(C)=O,52

Carrying on.
structure | RMI-FANCM inh
CCOC(=O)c1sc2sc(C(=O)OCC)c(-c3ccco3)c2c1N | 56
COc1cccc(C(=O)NCCN2CCN(c3ccc(Cl)cc3)CC2)c1 | 59
COc1cccc(-c2cc(C(=O)NCc3cccnc3)c3c(C)nn(C4CCS(=O)(=O)C4)c3n2)c1 (stereo not drawn) | 59&68
CCOc1ccccc1C(=O)N1CCN(S(=O)(=O)c2cc3c4c(c2)CCC(=O)N4CCC3)CC1 | 60
N#CC(C#N)=C1SCN(c2cccc(Cl)c2)CS1 | -20*
CC(=O)Nc1cccc(NC(=O)CSc2nnc(C(C)C)c3cnn(-c4ccc(F)cc4)c23)c1 | 60
Cc1onc(-c2ccccc2Cl)c1C(=O)NCC1(c2cccs2)CCCC1 | 72
CCOC(=O)C1CCN(S(=O)(=O)c2cccc3nonc23)CC1 | 63
O=C(Nc1ccc(SCC(=O)N2CCc3ccccc32)nn1)c1ccco1 | 69
Cc1occc(=O)c1O | 65&55
CCOC(=O)c1ccc2c(c1)sc(=NC(=O)c1ccc(Br)s1)n2C | 65
O=C1CC2(CCCC2)C(=O)N1c1ccc(S(=O)(=O)NC2CCN(Cc3ccccc3)CC2)cc1Cl | 54
O=S(=O)(c1ccccc1)N1CCN(CC(O)CON=C2c3ccccc3-c3ccccc32)CC1 (stereo not drawn) | 69
Cc1cccc(-n2nnnc2SCC(=O)NCCO)c1 | 52
COc1ccc(S(=O)(=O)CCCC(=O)Nc2nnc(Cc3cccs3)o2)cc1 | 71
O=C(NOC(=O)c1ccccc1)c1ccccc1 | 46
Cc1ccnc(NS(=O)(=O)c2ccc(NC(=O)c3cc([N+](=O)[O-])cc([N+](=O)[O-])c3)cc2)n1 | 58
COCCN(CCOC)C(=O)NC(=O)c1ccc(Cl)cc1 | 62
CC(C)N1CCC(CNC(=O)C(=O)NCc2cccs2)CC1 | 64
COC(=O)C(C#N)c1ccc(C(F)(F)F)cc1[N+](=O)[O-] (stereo not drawn) | 60
CN1C(=O)Cc2cc(NC(=O)c3c(F)cccc3F)ccc21 | 54
CCOc1cc(-c2nnc(NC(=O)c3cccc(C(F)(F)F)c3)o2)cc(OCC)c1OCC | 61
Cc1ccc(N2CCCS2(=O)=O)cc1NC(=O)C(=O)NCc1cccnc1 | 67
CCn1c(SCC(=O)Nc2ccc3c(c2)OCO3)nnc1-c1cccn(C)c1=O | 65
COc1ccc2oc(-c3csc(NC(=O)c4cc([N+](=O)[O-])cc([N+](=O)[O-])c4)n3)cc2c1 | 60

Following part
structure | RMI-FANCM inh
CCOC(=O)CCC(=O)NCc1ccc2[nH]c3c(c2c1)CCCC3 | 55
Cc1ccc(-n2c(C)nc3ccc(NC(=O)Nc4ccc(F)c(Cl)c4)cc3c2=O)cc1 | 72
COc1ccc(Cl)cc1NC(=O)NCCNC(=O)c1ccc(NC(=O)C2CC2)cc1 | 123
CC1=C2C(=CO[C@H](C)[C@H]2C)C(=O)C(C(=O)O)=C1O | 56
O=C(NCCc1ccc(Cl)cc1)C(=O)NCc1ccc(F)cc1 | 59
Cc1nc(-c2cccnc2)sc1-c1ccc(SCC(=O)Nc2ccccc2C(F)(F)F)nn1 | 81
O=C(NCCS(=O)(=O)N1CCc2ccccc2C1)c1ccc(Br)o1 | 54
C=CCN1C(=O)C(C)(C)COc2cc(NC(=O)COc3ccccc3C)ccc21 | 66
COc1ccc(CCNC(=O)C(=O)NCC2COC3(CCCCC3)O2)cc1OC (stereo not drawn) | 54
Clc1ccc2c(c1)CCc1cccnc1C2=C1CCNCC1 | 67
Cc1cc(C(=O)CSc2ncn[nH]2)c(C)n1-c1cc(Cl)ccc1Cl | 63
CC(C)(O)C#Cc1ccc(/C=N\OC(=O)Nc2cccc(Cl)c2)cc1 | 57
CC(C)Cn1c(=O)c2ccccc2n(Cc2nc(-c3ccc(C(F)(F)F)cc3)no2)c1=O | 89
CC(C)c1ccc(NC(=O)c2ccccc2N)cc1 | 56
O=C(NCC1CCCN1S(=O)(=O)c1ccccc1)Nc1ccccc1 (stereo not drawn) | 60
COc1ccc(-c2ccc(N3CCN(C(=O)C(F)(F)F)CC3)nn2)cc1OC | 63
Cc1nn(-c2ccc(Cl)cc2)c(=O)c2c(C)noc12 | 53
COc1ccc(S(=O)(=O)NCC(c2ccsc2)N2CCN(C)CC2)c(C)c1 (stereo not drawn) | 66
Cc1cc(S(=O)(=O)N2CCN(c3ccc(-c4cccnc4)nn3)CC2)ccc1F | 80
O=C(NCCCn1nc(-c2ccccc2)ccc1=O)C1CC1 | 64
Cc1ccc(S(=O)(=O)Nc2ccc(C(=O)O)cc2)cc1C | 67
C=CCn1c(SCC(=O)Nc2cccc(C(F)(F)F)c2)nc2scc(-c3ccco3)c2c1=O | 70
COc1ccc(-c2cc(C(=O)NN)c3ccc(C)cc3n2)cc1OC | 57
COC(=O)c1c(NC(=O)c2ccc(S(=O)(=O)N(C)C)cc2)sc(Cc2ccc3c(c2)OCO3)c1C | 66
O=C(NCCOc1ccc2nnc(-c3cccc(F)c3)n2n1)c1cccc(F)c1 | 66

Other entries follow.
structure | RMI-FANCM inh
CCC(=O)N1CCCc2ccc(NS(=O)(=O)c3ccc(OC)c(Cl)c3)cc21 | 70
CN(C)c1ccc(-c2n[nH]c(=O)c3ccccc23)cc1N | 45
O=C(NCCc1ccc(Cl)cc1)C(=O)Nc1ccc(N2CCCS2(=O)=O)cc1 | 93
c1ccc2c(c1)ccc1nnc(SCc3ccc4c(c3)OCO4)n12 | 82
Cc1csc2sc(C(=O)N3CCOCC3)c(C)c12 | 62
CC(C)CCn1c(SCc2nc(-c3ccc(F)cc3)no2)nc2ccsc2c1=O | 73
CC(C)N1CCC(CNC(=O)COc2ccc(C(C)(C)C)cc2)CC1 | 82
C/C=C(/C)C(=O)O[C@@H]1Cc2c(ccc3ccc(=O)oc23)OC1(C)C | 54
CCS(=O)(=O)c1ccc(-c2ccc(NC(=O)C3c4ccccc4Oc4ccccc43)cc2)nn1 | 56
O=S(=O)(c1ccccc1)N1CCN(c2ccc(-c3cccnc3)nn2)CC1 | 67
COc1cc(OC)c(NC(=O)Cn2c(=O)n(Cc3ccc(F)cc3)c(=O)c3nccnc32)cc1Cl | 79
COc1cc(C)c(C(C)C)cc1S(=O)(=O)NCc1ccc2c(c1)OCO2 | 62
O=[N+]([O-])c1ccc2cc(Br)c3ccccc3c2c1 | 51
Cc1ccc(C)c(C(=O)N(CCn2cccn2)c2nc3c(F)cccc3s2)c1 | 62
CN(c1ccccc1)S(=O)(=O)c1c(-c2cccc(F)c2)csc1C(=O)NCc1ccc(F)cc1 | 63
Clc1cnccn1 | 53
CCOC(=O)c1oc2ccccc2c1NC(=O)c1c(-c2ccccc2Cl)noc1C | 56
